Screening results as filed in PubChem BioAssay.
CSN deneddyl inh: inhibitors of human CSN-mediated cullin deneddylation | Q92905 | Purified CSN, SCF-Nedd8-OG deneddylation, fluorescence polarization | inhibition, % at 12.5 µM | 0.38% of 360,000 active;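 active = pattern-corrected inhibition above about 35%, with an unprinted fluorescence ratio check between 0.5 and 1.5, limit read from the data, passing the limit was not always enough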;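 note: 0% = enzyme with substrate and 100% = substrate without enzyme; some results filed as inactive read as strong as hits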
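Assay system: Purified human Csn5 enzyme expressed in HEK293T cells | Amount: Enzyme 0.24 nM | Measured by: Fluorescence polarization readout | Medium: Tris/NaCl/DTT buffer, pH 7.5 | Compound dosing: One concentration, 12.5 µM, 0.25% DMSO | Times: 90 min incubation of compound, enzyme and substrate at room temperature | Control set: no-enzyme wells high, enzyme-with-substrate wells low | Read-out: % inhibition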
MsrA inh: inhibits bovine methionine sulfoxide reductase A; 0.75% of 360,000 active; inhibition, % at 15.5 µM; purified bovine MsrA, absorbance read-out; in the data active = inhibition above about 4.5%;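 note: 0% = vehicle wells with enzyme and 100% = reference inhibitor wells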
STEP block: blocks human striatal-enriched tyrosine phosphatase; P54829; recombinant STEP, OMFP fluorogenic substrate, fluorescence; inhibition, % at 20 µM; 0.25% of 360,000 active;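 active = inhibition at 20 µM, scaled per plate between control wells, above about 37%, limit read from the data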;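 note: 0% = DMSO with enzyme and substrate and 100% = substrate only without enzyme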
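Assay system: isolated STEP enzyme / Timing: 20 min at room temperature, dark / Doses: 20 µM, 1% DMSO / Technique: fluorescence intensity, excitation 480 nm, emission 540 nm / Reagent: fluorogenic phosphatase substrate OMFP at 25 µM final / Measure: percent inhibition scaled to no-enzyme and uninhibited-enzyme controls, plate-pattern corrected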
Scp-1 inhibitor: Scp-1 (human) phosphatase inhibition; Recombinant Scp1, phosphopeptide, malachite green phosphate absorbance; Q9GZU7; AID 493091; 0.88% of 340,000 active; inhibition, % at 20 µM;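 active = inhibition above about 50% at 20 µM, limit read from the data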;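 note: plate controls were DMSO wells with enzyme for no effect and wells lacking enzyme for full effect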
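System: SCP-1 catalytic domain; Reagent: Phospho 17-mer peptide substrate; Doses: one concentration, 20 µM, with 1.0% DMSO; Incubation: 45 min room-temperature reaction, 5 min colour, 30 min stabiliser; Signal: Phosphate-binding colour reagent, absorbance read at 630 nm.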
NadD inh: NadD (S. aureus) enzyme inhibition; purified NadD enzyme, colorimetric absorbance read-out; inhibition, % at 20 µM; 0.78% of 360,000 active; in the data active = inhibition above about 26%; note: some compounds past the cut are filed as inactive
DNMT1 inh: inhibitors of human DNMT1. DNMT1 molecular beacon, Hinp1I cleavage, fluorescence. inhibition (reported as % activation of signal), % at 10 µM. 0.83% of 360,000 active. AID 588458; in the data active = inhibition above about 50%
Target sequence (P26358 504-1616 limits assumed): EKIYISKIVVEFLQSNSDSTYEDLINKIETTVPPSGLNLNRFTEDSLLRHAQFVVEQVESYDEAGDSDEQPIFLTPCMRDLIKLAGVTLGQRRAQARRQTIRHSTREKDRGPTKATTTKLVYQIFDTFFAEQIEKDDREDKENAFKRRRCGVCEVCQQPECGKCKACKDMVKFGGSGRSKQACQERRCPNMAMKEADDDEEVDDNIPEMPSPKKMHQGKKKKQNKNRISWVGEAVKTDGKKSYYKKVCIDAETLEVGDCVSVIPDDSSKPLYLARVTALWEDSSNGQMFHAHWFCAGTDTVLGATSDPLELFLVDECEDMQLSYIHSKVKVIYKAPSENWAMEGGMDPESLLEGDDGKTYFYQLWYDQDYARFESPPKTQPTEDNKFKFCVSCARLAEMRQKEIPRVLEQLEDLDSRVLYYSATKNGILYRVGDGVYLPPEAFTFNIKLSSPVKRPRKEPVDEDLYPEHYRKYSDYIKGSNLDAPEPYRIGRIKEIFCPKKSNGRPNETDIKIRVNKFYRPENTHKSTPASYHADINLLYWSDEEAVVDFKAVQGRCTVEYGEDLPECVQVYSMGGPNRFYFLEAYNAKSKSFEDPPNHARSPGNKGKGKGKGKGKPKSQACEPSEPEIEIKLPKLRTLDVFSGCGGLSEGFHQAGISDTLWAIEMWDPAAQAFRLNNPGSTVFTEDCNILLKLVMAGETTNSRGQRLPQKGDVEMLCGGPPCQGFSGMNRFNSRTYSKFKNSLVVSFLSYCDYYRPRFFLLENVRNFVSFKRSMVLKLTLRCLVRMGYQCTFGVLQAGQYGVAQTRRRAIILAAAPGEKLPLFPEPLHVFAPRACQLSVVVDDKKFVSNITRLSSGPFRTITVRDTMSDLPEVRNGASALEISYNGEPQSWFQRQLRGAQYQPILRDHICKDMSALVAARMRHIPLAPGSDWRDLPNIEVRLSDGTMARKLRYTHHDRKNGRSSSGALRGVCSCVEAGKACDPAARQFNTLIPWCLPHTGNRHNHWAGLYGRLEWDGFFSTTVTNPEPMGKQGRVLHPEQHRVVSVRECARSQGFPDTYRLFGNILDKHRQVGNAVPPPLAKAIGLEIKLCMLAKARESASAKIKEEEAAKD
Rpn11 block: inhibitors of human proteasome Rpn11 | human 26S proteasome, Ub4-pepOG fluorescence polarization; 20S core pre-blocked with epoxomicin | calls only at 20 µM | 0.59% of 360,000 active | AID 588493;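 active = inhibition at 20 µM, scaled to each plate's controls, above about 33%, limit read from the data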
SUMO1 PPI mod: alters human SUMO1 binding to SIM partners; P63165; SUMO1 binding to a labelled peptide, TR-FRET, 1 h; inhibition, % at 20 µM; 0.33% of 360,000 active; AID 602429; in the data active = inhibition above about 37%
LMPTP inh: blocks human LMPTP phosphatase; 0.22% of 360,000 active; P24666; recombinant LMPTP-A, OMFP fluorogenic substrate, fluorescence intensity; AID 651560; inhibition, % at 20 µM;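 active = compounds that cut the enzyme signal by at least half of the control window in the single-dose screen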;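 note: plate controls were DMSO wells with enzyme plus substrate for no effect and substrate without enzyme for full effect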
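Buffer or medium: Bis-Tris pH 6.0, DTT, detergent; Assay system: LMPTP-A enzyme; Quantity: 0.625 nM enzyme; Detection: endpoint fluorescence intensity; Times: 50 min dark incubation at room temperature; Controls: substrate-only low control, DMSO enzyme-plus-substrate high control; Doses: single 20 µM dose; Read-out: percent inhibition versus substrate-only and uninhibited controls; Reagent: 400 µM OMFP.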
TbMetRS inhib: Trypanosoma brucei MetRS inhibition; inhibition, % at 11.9 µM; 0.4% of 360,000 active; purified T. brucei MetRS, ATP depletion, Kinase-Glo luminescence;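 active = inhibition above a per-plate cutoff of the control wells' mean inhibition plus 3 SD, cut at about 5.5% in these data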;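 note: 0% = DMSO wells median and 100% = median of wells with control inhibitor compound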
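Dosing: 11.9 µM single point; system: parasite MetRS enzyme; technique: luminescence of leftover ATP; times: 15 min enzyme-compound preincubation, 2 h reaction, 10 min detection, 25 °C; replicates: each compound tested once; read-out basis: percent inhibition relative to median high and low control wells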
* hit, by the source's call. Not a hit list. About 3.9% of those tested had a hit in this group.

Results for CCOC(=O)c1c2ccc(OCC(=O)N/N=C/c3ccc(C)cc3)cc2n2ccccc12 ?
CSN deneddyl inh: -1; MsrA inh: 0.8; STEP block: 2; Scp-1 inhibitor: 6; NadD inh: 37*; DNMT1 inh: 72*; Rpn11 block: inactive; SUMO1 PPI mod: 3; LMPTP inh: 1.8; TbMetRS inhib: -0.5

Results for Cc1cc(NC(=O)CSc2nnc(COc3cccc(C)c3C)n2C)no1 ?
CSN deneddyl inh: 0; MsrA inh: -0.1; STEP block: -6; Scp-1 inhibitor: 0; NadD inh: -5; DNMT1 inh: 6; Rpn11 block: inactive; SUMO1 PPI mod: -2; LMPTP inh: 0.4; TbMetRS inhib: -0.4

Results for CCN(CC(=O)Nc1c(F)cccc1F)C(=O)c1ccc(Sc2nncn2C)c([N+](=O)[O-])c1 ?
CSN deneddyl inh: -4; MsrA inh: -0.9; STEP block: -2; Scp-1 inhibitor: 4; NadD inh: -3; DNMT1 inh: -1; Rpn11 block: inactive; SUMO1 PPI mod: -29; LMPTP inh: -0.9; TbMetRS inhib: -0.2

What do the screens show for `C/C(=N\NC(=O)c1cccnc1)c1ccc(-c2ccccc2)cc1`?
CSN deneddyl inh: 2; MsrA inh: 3.0; STEP block: -2; Scp-1 inhibitor: 2; NadD inh: 1; DNMT1 inh: 0; Rpn11 block: inactive; SUMO1 PPI mod: 2; LMPTP inh: -0.5; TbMetRS inhib: -0.3

Results for CCN(CC)S(=O)(=O)c1ccc(N2CCOCC2)c(NC(=O)c2ccc(N3CCCC3=O)cc2)c1 ?
CSN deneddyl inh: 3; MsrA inh: 0.1; STEP block: 1; Scp-1 inhibitor: -3; NadD inh: -2; DNMT1 inh: -4; Rpn11 block: inactive; SUMO1 PPI mod: 6; LMPTP inh: 0.3; TbMetRS inhib: -0.5

Results for Cc1[nH]n(C)c(=O)c1[N+](=O)[O-] ?
CSN deneddyl inh: 3; MsrA inh: 0.7; STEP block: -2; Scp-1 inhibitor: 2; NadD inh: -5; DNMT1 inh: 56*; Rpn11 block: inactive; SUMO1 PPI mod: 1; LMPTP inh: -0.9; TbMetRS inhib: -1.8

What do the screens show for `O=C(NCCSc1c[nH]c2ccccc12)c1c(F)cccc1F`?
CSN deneddyl inh: 7; MsrA inh: 0.1; STEP block: -1; Scp-1 inhibitor: -12; NadD inh: -4; DNMT1 inh: -5; Rpn11 block: inactive; SUMO1 PPI mod: 6; LMPTP inh: -0.6; TbMetRS inhib: 0.0

How did CC1(C)C/C(=C(/C#N)C(N)=O)CCO1 do in these assays?
CSN deneddyl inh: -2; MsrA inh: -0.8; STEP block: -3; Scp-1 inhibitor: -7; NadD inh: -2; DNMT1 inh: 0; Rpn11 block: inactive; SUMO1 PPI mod: -3; LMPTP inh: -1.3; TbMetRS inhib: -0.4

How did Cc1cccc(CN2[C@H](CO)C=CS2(=O)=O)c1 do in these assays?
CSN deneddyl inh: -1; MsrA inh: -1.1; STEP block: -2; NadD inh: -4; DNMT1 inh: 2; Rpn11 block: inactive; SUMO1 PPI mod: 5; LMPTP inh: -1.5; TbMetRS inhib: 0.1

Results for O=c1c2[nH]c3ccc(F)cc3c2ncn1C1CCCCC1 ?
CSN deneddyl inh: 0; MsrA inh: -0.2; STEP block: 0; Scp-1 inhibitor: -2; NadD inh: -7; DNMT1 inh: 1; Rpn11 block: inactive; SUMO1 PPI mod: 9; LMPTP inh: 1.1; TbMetRS inhib: 1.5

What do the screens show for `COc1ccc(CN2C(=O)CCC2(C)c2nnnn2Cc2ccccc2)cc1` (stereo not drawn)?
CSN deneddyl inh: -3; MsrA inh: 0.1; NadD inh: -3; SUMO1 PPI mod: -2; LMPTP inh: -1.6; TbMetRS inhib: -1.9

Results for Cc1ccc(-c2nn(-c3ccc(F)cc3)cc2C(=O)NCCCN2CCCC2=O)cc1 ?
CSN deneddyl inh: 1; MsrA inh: -0.4; STEP block: -3; Scp-1 inhibitor: -4; NadD inh: -5; DNMT1 inh: 1; Rpn11 block: inactive; SUMO1 PPI mod: 3; LMPTP inh: -0.7; TbMetRS inhib: -0.5

What do the screens show for `COCCCNC(=O)c1cc(=O)n(Cc2ccc(Cl)cc2)c2ccccc12`?
CSN deneddyl inh: -8; MsrA inh: 1.0; STEP block: -4; Scp-1 inhibitor: -5; NadD inh: -1; DNMT1 inh: 1; Rpn11 block: inactive; SUMO1 PPI mod: 4; LMPTP inh: -1.5; TbMetRS inhib: 0.1

What do the screens show for `COC(=O)[C@H](Cc1ccccc1)NC(=O)C1CCN(C(=O)[C@H](C)NS(=O)(=O)c2ccc(C)cc2)CC1`?
CSN deneddyl inh: 4; MsrA inh: 1.3; STEP block: -1; Scp-1 inhibitor: -9; NadD inh: -6; DNMT1 inh: -1; Rpn11 block: inactive; SUMO1 PPI mod: 7; LMPTP inh: -0.5; TbMetRS inhib: -0.4

How did COc1ccccc1-n1c(COc2ccccc2-c2ccccc2)nnc1SCC(=O)c1c(N)n(C)c(=O)n(C)c1=O do in these assays?
CSN deneddyl inh: -1; MsrA inh: 1.4; STEP block: 0; Scp-1 inhibitor: 1; NadD inh: 2; DNMT1 inh: 0; Rpn11 block: inactive; SUMO1 PPI mod: -2; LMPTP inh: -0.6; TbMetRS inhib: -0.5

Results for CCN1CCN(C2CCCCC2NS(=O)(=O)c2ccccc2)CC1 (stereo not drawn) ?
CSN deneddyl inh: 4; MsrA inh: 1.8; STEP block: -3; Scp-1 inhibitor: -5; NadD inh: 2; DNMT1 inh: -2; Rpn11 block: inactive; SUMO1 PPI mod: 6; LMPTP inh: 1.4; TbMetRS inhib: 0.3

What do the screens show for `CCc1[nH]nc2c1C(C(C)C)C(C#N)=C(N)O2` (stereo not drawn)?
CSN deneddyl inh: -1; MsrA inh: 2.7; STEP block: -6; Scp-1 inhibitor: -4; NadD inh: 2; DNMT1 inh: -2; Rpn11 block: inactive; SUMO1 PPI mod: -2; LMPTP inh: -0.2; TbMetRS inhib: -0.1

What do the screens show for `O=C(Nc1ccc(Cl)cc1)NC1CCCC1Cc1ccco1` (stereo not drawn)?
CSN deneddyl inh: 1; STEP block: -3; Scp-1 inhibitor: -8; NadD inh: 0; DNMT1 inh: -3; Rpn11 block: inactive; SUMO1 PPI mod: 0; LMPTP inh: -1.4; TbMetRS inhib: -0.7

Results for CN(C)Cc1c(O)ccc2c(=O)c(-c3ccc(Cl)cc3)coc12 ?
CSN deneddyl inh: -1; MsrA inh: 2.1; STEP block: 0; Scp-1 inhibitor: -14; NadD inh: 5; DNMT1 inh: -16; Rpn11 block: inactive; SUMO1 PPI mod: 0; LMPTP inh: -0.4; TbMetRS inhib: 0.2

What do the screens show for `O=C(Cn1c(=O)oc2ccccc21)Nc1nnc(N2CCCCCC2)s1`?
CSN deneddyl inh: 4; MsrA inh: 0.0; STEP block: -3; Scp-1 inhibitor: -13; NadD inh: -2; DNMT1 inh: -5; Rpn11 block: inactive; SUMO1 PPI mod: 8; LMPTP inh: 0.8; TbMetRS inhib: 0.1

How did CN(C(=O)C1CCCO1)c1nnc(-c2cnccn2)s1 (stereo not drawn) do in these assays?
CSN deneddyl inh: -1; MsrA inh: 2.7; STEP block: -1; Scp-1 inhibitor: -7; NadD inh: -6; DNMT1 inh: 2; Rpn11 block: inactive; SUMO1 PPI mod: -10; LMPTP inh: 0.1; TbMetRS inhib: -0.5

How did CCOC(=O)Nc1ccc(S(=O)(=O)Nc2nc(C)cc(C)n2)cc1 do in these assays?
CSN deneddyl inh: -3; MsrA inh: -0.1; STEP block: -8; Scp-1 inhibitor: -2; NadD inh: -2; DNMT1 inh: 0; Rpn11 block: inactive; SUMO1 PPI mod: 1; LMPTP inh: -1.0; TbMetRS inhib: 0.0

How did Cc1ccccc1CN(c1ccc(C(=O)N2CCc3ccccc3C2)cc1)S(C)(=O)=O do in these assays?
CSN deneddyl inh: 4; MsrA inh: -0.4; STEP block: 0; Scp-1 inhibitor: -12; NadD inh: -5; DNMT1 inh: -7; Rpn11 block: inactive; SUMO1 PPI mod: 5; LMPTP inh: -1.1; TbMetRS inhib: 0.0

What do the screens show for `O=C(CCl)Nc1ccc(S(=O)(=O)Nc2nccs2)cc1`?
CSN deneddyl inh: 3; MsrA inh: -0.6; STEP block: 5; Scp-1 inhibitor: -1; NadD inh: 0; DNMT1 inh: 1; Rpn11 block: inactive; SUMO1 PPI mod: 6; LMPTP inh: -0.6; TbMetRS inhib: 0.3

Results for O=C(NCCc1ccc(Cl)cc1)c1cc(S(=O)(=O)N2CCCCC2)c[nH]1 ?
CSN deneddyl inh: 1; STEP block: 2; Scp-1 inhibitor: -7; NadD inh: -6; DNMT1 inh: -5; Rpn11 block: inactive; SUMO1 PPI mod: 28; LMPTP inh: 0.3; TbMetRS inhib: 3.1

What do the screens show for `C=CCn1c(N(C)C)nc2c1c(=O)[nH]c(=O)n2C`?
CSN deneddyl inh: 1; MsrA inh: 0.6; STEP block: 5; Scp-1 inhibitor: 0; NadD inh: 0; DNMT1 inh: 3; Rpn11 block: inactive; SUMO1 PPI mod: 1; LMPTP inh: -1.4; TbMetRS inhib: 0.8

What do the screens show for `COC(=O)CCc1c(C)nn(-c2ccccc2)c1C`?
CSN deneddyl inh: 0; MsrA inh: -0.6; STEP block: 2; Scp-1 inhibitor: -2; NadD inh: -3; DNMT1 inh: 1; Rpn11 block: inactive; SUMO1 PPI mod: 2; LMPTP inh: -1.3; TbMetRS inhib: 0.3

How did COC(=O)[C@@]12C[C@@H](CC(=O)N3CCSCC3)C(=O)N(Cc3ccccc3)C1=CCC(C)(C)C2 do in these assays?
CSN deneddyl inh: 1; MsrA inh: 1.1; SUMO1 PPI mod: 6; LMPTP inh: -1.4; TbMetRS inhib: -1.2

Results for O=C(CSc1nnc(-c2ccncc2)o1)Nc1cc(Cl)ccc1C(=O)O ?
CSN deneddyl inh: 0; MsrA inh: 0.0; STEP block: 0; Scp-1 inhibitor: -4; NadD inh: 4; DNMT1 inh: 3; Rpn11 block: inactive; SUMO1 PPI mod: 7; LMPTP inh: -2.2; TbMetRS inhib: -0.3
